Mito fusion act: mitochondrial division inhibition or fusion activation | 320,000 compounds, 0.23% hits | AID 485298 | S. cerevisiae fusion-defective mutant growth rescue, CellTiterGlo 48 h | Potency, µM (highest dose often 46.1 µM), for inactives: at the top dose growth rescue (activation), most hits filed as activators;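 further: potency means the concentration at half of the fitted maximal effect; % of control where 0% means no effect; nearly all actives have a fitted effect of over 45% in size; temperature-sensitive fusion mutants such as fzo1-1 at 37 °C on non-fermentable ethanol glycerol medium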
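Yeast fusion mutant, YPEG (non-fermentable carbon), compound, 48 h at 37C non-permissive; CellTiterGlo added, 10 min RT, luminescence read. Rescued growth = division inhibition.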
TSHR antag: human thyrotropin receptor antagonism; P16473; TSHR-expressing cells, TSH-stimulated cAMP HTRF, 2 h; active compounds read low; activity change, negative = inhibition, % at 11.5 µM; 330,000 compounds, 0.2% hits;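 active means activity change below a set negative limit, meaning inhibition stronger than a set level, cut at about -70% in these data; inconclusive means activity change between two set negative limits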; further: on the % scale 0 is the no-effect control and ±100 the full control effect
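Antagonism was scored as loss of TSH-driven cAMP in TSHR cells, stimulated with 4nM TSH (EC80) for 2 hours at 37 deg C and detected by homogeneous HTRF competition immunoassay.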
TRPV1 agonist: human TRPV1 agonism; TRPV1-expressing cells, Fluo-8 calcium influx, agonist mode; 320,000 compounds, 0.19% hits; Q8NER1; activation, % at 8.33 µM; in the data active means activation above about 80%; inconclusive means between about 30% and that limit; further: 0% is about no effect
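Fluo-8 calcium influx in TRPV1-expressing cells, kinetic read (ex 480/em 520 nm). Compound added and read 3 min for agonist activity, followed by capsaicin at EC20 final and 2 min further read for enhancement.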
TCR act: activators of T cell receptors. primary human leukocytes, anti-CD3, IL-2 HTRF, 48 h. Potency, µM (highest dose often 9.22 µM), for inactives: at the highest dose activation of IL-2 secretion, usual class: activators. 330,000 tested, under 10 active; further: % of control where 0% means no effect
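IL-2 release read by HTRF sandwich (Eu cryptate donor, d2 acceptor, 665 nm emission) after 48 hr exposure of primary human leukocytes to compound together with anti-CD3 beads in the absence of co-stimulatory signals.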
ELG1 repair inh: ELG1-dependent DNA repair inhibition; HEK293T ELG1-luciferase reporter, luminescence, 16 h; DNA damage induced by 5-fluorouridine; Potency, µM (top dose mostly 46.1 µM), inactives show at the highest dose activity change, negative = inhibition, usual class: inhibitors; 330,000 compounds, 2.3% hits; AID 504467; further: potency means the concentration at half of the fitted maximal effect; on the % scale 0 is the no-effect control and ±100 the full control effect; nearly all actives have a fitted effect of over 55% in size
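DMSO vehicle served as the neutral condition. Each well held 2,000 cells given 5-fluorouridine plus compound; after 16 hr at 37 °C/5% CO2, ONE-Glo was added and luciferase measured 30 min later.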
A-T KAP1 phos: candidate therapy for ataxia-telangiectasia; […] A-T fibroblasts, KAP-1 phosphorylation AlphaLISA; neocarzinostatin DNA damage 30 min before lysis; Potency, µM (series often up to 57.5 µM), for inactives: top-dose activation, actives largely listed as activators; 320,000 compounds, 0.19% hits; AID 485349; further: potency means the concentration at half of the fitted maximal effect; % of control where 0% means no effect; nearly all actives have a fitted effect of over 45% in size
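hTERT-immortalized A-T patient fibroblasts ([…]), 500 cells/well in OPTI-MEM, 1% FBS, got compounds for 60 min, then NCS for 30 min at 37C. Lysates were then assayed for phospho-KAP-1 by AlphaLISA (anti-pKAP1 donor, anti-KAP1 acceptor beads), 6 hr at 25C.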
KCNH2 3.1 inh: inhibitors of human KCNH2 3.1 potassium channel isoform | activity change, % (tested at about 1.8 µM) | U2OS KCNH2 3.1, thallium flux FluxOr; active compounds read low | 340,000 compounds, 0.95% hits;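 active means maximum activity change below -70%; inconclusive means maximum activity change from -70% to -50%; inactive means maximum activity change above -50%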;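 further: thallium influx rate constant from kinetic fluorescence after stimulation buffer; on the % scale 0 is the no-effect control and ±100 the full control effect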
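Measured as rate of thallium-driven FluxOr signal in transduced U2OS cells carrying the 3.1 channel, read kinetically for 2 min upon stimulation; values are rate constants scaled to DMSO control wells.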
KCNH2 WT inh: blocks the wildtype human KCNH2 potassium channel | AID 720551 | 340,000 compounds, 0.37% hits | activity change, % at 1.84 µM | U2OS, BacMam KCNH2, thallium flux FluxOr; active compounds read low | Q12809;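 active means maximum activity change below -70%; inconclusive means maximum activity change between -70% and -50%; inactive means maximum activity change above -50%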; further: on the % scale 0 is the no-effect control and ±100 the full control effect
Target sequence (Q12809 whole entry, looked up): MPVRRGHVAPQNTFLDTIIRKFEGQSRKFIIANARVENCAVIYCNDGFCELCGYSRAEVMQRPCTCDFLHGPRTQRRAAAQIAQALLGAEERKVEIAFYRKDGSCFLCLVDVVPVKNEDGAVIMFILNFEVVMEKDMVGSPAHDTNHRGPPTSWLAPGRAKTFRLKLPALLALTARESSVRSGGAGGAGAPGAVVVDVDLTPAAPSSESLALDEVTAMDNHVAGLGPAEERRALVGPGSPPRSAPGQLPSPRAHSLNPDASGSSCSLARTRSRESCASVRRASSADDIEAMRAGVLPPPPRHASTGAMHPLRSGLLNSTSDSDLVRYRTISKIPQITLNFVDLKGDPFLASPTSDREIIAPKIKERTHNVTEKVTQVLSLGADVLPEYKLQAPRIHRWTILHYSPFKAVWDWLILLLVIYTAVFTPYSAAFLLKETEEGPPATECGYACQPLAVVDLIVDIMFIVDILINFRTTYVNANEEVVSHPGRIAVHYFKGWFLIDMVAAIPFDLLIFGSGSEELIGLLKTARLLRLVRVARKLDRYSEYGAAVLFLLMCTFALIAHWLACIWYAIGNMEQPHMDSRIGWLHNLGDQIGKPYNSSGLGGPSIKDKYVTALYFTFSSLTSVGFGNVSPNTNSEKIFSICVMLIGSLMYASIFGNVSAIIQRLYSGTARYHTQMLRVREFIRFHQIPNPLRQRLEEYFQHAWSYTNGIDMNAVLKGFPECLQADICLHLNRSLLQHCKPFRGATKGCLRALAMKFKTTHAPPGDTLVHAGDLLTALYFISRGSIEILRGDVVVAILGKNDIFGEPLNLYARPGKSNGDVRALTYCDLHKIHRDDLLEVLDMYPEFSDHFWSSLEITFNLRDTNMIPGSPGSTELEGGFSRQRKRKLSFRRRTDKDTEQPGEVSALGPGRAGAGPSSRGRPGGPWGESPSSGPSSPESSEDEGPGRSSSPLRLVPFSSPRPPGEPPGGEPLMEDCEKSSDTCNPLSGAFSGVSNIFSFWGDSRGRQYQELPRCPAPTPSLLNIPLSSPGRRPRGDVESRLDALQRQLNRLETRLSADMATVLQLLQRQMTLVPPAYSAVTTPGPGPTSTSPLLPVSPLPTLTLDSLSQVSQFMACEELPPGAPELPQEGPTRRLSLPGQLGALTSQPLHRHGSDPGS
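U2OS cells were transduced with wild-type KCNH2 virus (2.03 x 10^8 / mL) for 4 h at room temperature, then cultured overnight at 37 C. Thallium flux was read with FluxOr dye. Rate constants were normalized to DMSO controls.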
USP2a block: USP2a (human) protease inhibition. O75604. USP2 core, Ub-CHOP2 coupled fluorogenic reporter, 485/531. Potency, µM (titrated, usually from 38.3 µM), for inactives: at the highest dose activity change, negative = inhibition, hits mostly inhibitors. 330,000 compounds, 0.01% hits. AID 463254;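 further: potency means the concentration at half of the fitted maximal effect; plate controls were DMSO wells for no effect and full inhibition by NEM control for full effect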
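Deubiquitinase activity read as fluorescence (485/531 nm) after Ub-CHOP2 cleavage activates the enterokinase reporter on its substrate; USP2 core 10nM, Ub-CHOP2 and substrate 25nM each, 30min compound preincubation then 60min RT; data normalized to NEM, curves fitted.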
Eya2 inh: Eya2 (human) phosphatase inhibition. O00167. Potency, µM (doses to about 76.9 µM), for the others: top-dose activity, negative = inhibition, usual class: inhibitors. 330,000 compounds, 0.006% hits. recombinant Eya2, OMFP fluorescence dephosphorylation (OMFP is methylfluorescein phosphate); further: potency means the concentration at half of the fitted maximal effect; on the % scale 0 is the no-effect control and ±100 the full control effect
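Eya2 (0.2 uM) preincubated 10 min at ambient with compound, then OMFP substrate added at 50 uM; 10 min reaction in 50 mM HEPES pH 7.5, 50 mM NaCl, 5 uM MgCl2, 0.05% BSA, 1 mM DTT. Fluorescence read at Ex 485/Em 525 nm.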
Numbers without * were called inactive; [ ] = dose if it differs, or a comment. Unless noted, the call rests on the fitted dose curve; in most records, active means well fitted curve in the direction sought with a large enough effect; inconclusive means small, poorly fitted or top-dose-only effect, or another doubt; inactive means no such curve, though single readings can be large; an effect the other way counts as inactive or inconclusive. This is a subset; count on the stated rates, not on these rows.

`Cc1ccc(NC(=O)CN2C(=O)C3CC=C(Cl)CC3C2=O)cc1` (centres undefined) gave Mito fusion act -8%, TSHR antag 4, TRPV1 agonist -3, TCR act 2%, ELG1 repair inh -1%, A-T KAP1 phos -5%, KCNH2 3.1 inh 7, KCNH2 WT inh -11, USP2a block 2% and Eya2 inh -1%.
CCOc1ccc(/C=C/C(O)=C2/C(=O)N(C)C3(C)CC2c2ccccc2O3)cc1OC (centres undefined) was read as Mito fusion act -7%, TSHR antag -4, TRPV1 agonist -10, TCR act -5%, ELG1 repair inh inconclusive, A-T KAP1 phos 7%, KCNH2 3.1 inh 12, KCNH2 WT inh 3, USP2a block 2% and Eya2 inh -4%.
For COc1cc(CN2CCC(C(N)=O)CC2)ccc1OCc1ccccc1 the results were Mito fusion act -4%, TSHR antag 1, TRPV1 agonist 0, TCR act 2%, ELG1 repair inh inconclusive, A-T KAP1 phos -3%, KCNH2 3.1 inh -37, KCNH2 WT inh 6, USP2a block -1% and Eya2 inh 6%.
For CN(CC(=O)NCCN1CCOCC1)S(=O)(=O)c1ccc(F)cc1 the results were Mito fusion act 3%, TSHR antag 5, TRPV1 agonist -4, TCR act 4%, ELG1 repair inh 16%, A-T KAP1 phos 3%, KCNH2 3.1 inh 5, KCNH2 WT inh -4, USP2a block -2% and Eya2 inh -4%.
Screening O=C(COc1ccc(C(=O)NCCc2ccccc2)cc1)Nc1ccccc1 returned Mito fusion act -6%, TSHR antag -6, TRPV1 agonist 4, TCR act -2%[46.1 µM], ELG1 repair inh inconclusive, A-T KAP1 phos 7%, KCNH2 3.1 inh -20, KCNH2 WT inh 0, USP2a block 7% and Eya2 inh -1%.
`Cc1cc(C)nc(SCCn2c(N(C)Cc3ccccc3)nc3c2c(=O)n(C)c(=O)n3C)n1` gave Mito fusion act 2%, TSHR antag 25, TRPV1 agonist -2, TCR act 0%, ELG1 repair inh 0%, A-T KAP1 phos -4%, KCNH2 3.1 inh 1, KCNH2 WT inh -6, USP2a block 2% and Eya2 inh 4%.
O=C(Nc1ccc(N2CCOCC2)cc1)Nc1cnsn1 was read as Mito fusion act 1%, TSHR antag -8, TRPV1 agonist 2, TCR act 6%, ELG1 repair inh inconclusive, A-T KAP1 phos -9%, KCNH2 3.1 inh 7, KCNH2 WT inh -12, USP2a block 1% and Eya2 inh 13%.
For c1ccc(-c2onc3c2CCCC3)cc1 the results were Mito fusion act 0%, TSHR antag 12, TRPV1 agonist 28, TCR act -4%, ELG1 repair inh 6%, A-T KAP1 phos 0%, KCNH2 3.1 inh -8, KCNH2 WT inh 1, USP2a block 5% and Eya2 inh 11%.
For CCOc1ncccc1C(=O)OCC(=O)Nc1cccc(C(C)=O)c1 the results were Mito fusion act -1%, TSHR antag 3, TRPV1 agonist -1, TCR act -6%, ELG1 repair inh -3%, A-T KAP1 phos 1%, KCNH2 3.1 inh -12, KCNH2 WT inh -1, USP2a block 4% and Eya2 inh 6%.
Screening CCC(NC(=O)c1ccncc1)c1ccccc1 (centres undefined) returned Mito fusion act 2%, TSHR antag -13, TRPV1 agonist 3, TCR act -4%, ELG1 repair inh -3%, A-T KAP1 phos 1%, KCNH2 3.1 inh 10, KCNH2 WT inh 21, USP2a block 1% and Eya2 inh 5%.
`CCC/C(O)=N\S(=O)(=O)c1ccc(N=NN(C)C)cc1` gave Mito fusion act -2%, TSHR antag -5, TRPV1 agonist -1, TCR act 0%[46.1 µM], ELG1 repair inh -10%, A-T KAP1 phos 5%, KCNH2 3.1 inh -9, KCNH2 WT inh 11, USP2a block 1% and Eya2 inh -20%.
CC(C)Oc1ccc(C(=O)NCC(=O)N2CCN(S(=O)(=O)/C=C/c3ccccc3)CC2)cc1 was read as Mito fusion act 3%, TSHR antag -12, TRPV1 agonist 5, TCR act -7%, ELG1 repair inh inconclusive, A-T KAP1 phos -16%, KCNH2 3.1 inh -9, KCNH2 WT inh 8, USP2a block 1% and Eya2 inh 11%.
Cc1ccc(C)c(NC(=S)N(CCc2ccncc2)C(C)C)c1 was read as Mito fusion act -3%, TSHR antag -6, TRPV1 agonist 0, TCR act 0%, ELG1 repair inh 9%, A-T KAP1 phos 2%, KCNH2 3.1 inh -9, KCNH2 WT inh 1, USP2a block 2% and Eya2 inh -18%.
O=C(c1c(Cl)cccc1Cl)N1CCCCCC1 was read as Mito fusion act 7%, TSHR antag -12, TRPV1 agonist 5, TCR act -2%, ELG1 repair inh -11%, A-T KAP1 phos -3%, KCNH2 WT inh 4, USP2a block -1% and Eya2 inh 4%.
For CC(=O)Nc1sc2c(c1C(c1ccccn1)N1CCN(C)CC1)CCCC2 (centres undefined) the results were Mito fusion act 2%, TSHR antag -1, TRPV1 agonist 3, TCR act 3%, ELG1 repair inh -12%, A-T KAP1 phos -1%, KCNH2 3.1 inh 13, KCNH2 WT inh 1, USP2a block -1% and Eya2 inh -3%.

Sorted by SMILES length (smallest number first): part of the list above
O=C(Nc1ccc(N2CCOCC2)cc1)Nc1cnsn1 was read as Mito fusion act 1%, TSHR antag -8, TRPV1 agonist 2, TCR act 6%, ELG1 repair inh inconclusive, A-T KAP1 phos -9%, KCNH2 3.1 inh 7, KCNH2 WT inh -12, USP2a block 1% and Eya2 inh 13%.
For CC(=O)Nc1sc2c(c1C(c1ccccn1)N1CCN(C)CC1)CCCC2 (centres undefined) the results were Mito fusion act 2%, TSHR antag -1, TRPV1 agonist 3, TCR act 3%, ELG1 repair inh -12%, A-T KAP1 phos -1%, KCNH2 3.1 inh 13, KCNH2 WT inh 1, USP2a block -1% and Eya2 inh -3%.
`Cc1cc(C)nc(SCCn2c(N(C)Cc3ccccc3)nc3c2c(=O)n(C)c(=O)n3C)n1` gave Mito fusion act 2%, TSHR antag 25, TRPV1 agonist -2, TCR act 0%, ELG1 repair inh 0%, A-T KAP1 phos -4%, KCNH2 3.1 inh 1, KCNH2 WT inh -6, USP2a block 2% and Eya2 inh 4%.

Next results
For COc1ccc(OC)c(NC(=O)c2cccc(Cn3cc(Br)c([N+](=O)[O-])n3)c2)c1 the results were Mito fusion act inconclusive, TSHR antag -24, TRPV1 agonist 4, TCR act 4%[46.1 µM], ELG1 repair inh inconclusive, A-T KAP1 phos -1%, KCNH2 3.1 inh -19, KCNH2 WT inh 2, USP2a block -1% and Eya2 inh 6%.
`CCOC(=O)Cn1c(C)[n+](CC(=O)c2ccccc2)c2ccccc21` gave Mito fusion act -2%, TSHR antag -5, TRPV1 agonist 1, TCR act 1%, ELG1 repair inh -2%, A-T KAP1 phos 0%, KCNH2 3.1 inh 25, KCNH2 WT inh 1, USP2a block 0% and Eya2 inh 10%.
For O=C(Nc1ccc2c(c1)OCCO2)C1CC(c2ccc(F)cc2)=NO1 (centres undefined) the results were Mito fusion act -4%, TSHR antag 10, TRPV1 agonist 5, TCR act -11%, ELG1 repair inh 8%, A-T KAP1 phos -14%, KCNH2 3.1 inh 7, KCNH2 WT inh -4, USP2a block 2% and Eya2 inh -12%.
Screening COc1cccc(-n2c(CNC(=O)OC(C)(C)C)n[nH]c2=S)c1 returned Mito fusion act 0%, TSHR antag 38, TRPV1 agonist 0, TCR act -1%, ELG1 repair inh 0%, A-T KAP1 phos 15%, KCNH2 3.1 inh -2, KCNH2 WT inh 8, USP2a block 3% and Eya2 inh 3%.
For N=C(N)Sc1nc(N2CCCCC2)nc(N2CCCCC2)n1 the results were Mito fusion act -12%, TSHR antag 9, TRPV1 agonist -3, TCR act -3%, ELG1 repair inh 5%, A-T KAP1 phos -1%, KCNH2 3.1 inh 5, KCNH2 WT inh -11, USP2a block 1% and Eya2 inh -9%.
For COCCCNC(=O)CCC(=O)NNc1nc2ccccc2c2nc(-c3ccccc3)nn12 the results were Mito fusion act -1%, TSHR antag -8, TRPV1 agonist -8, TCR act 4%[46.1 µM], ELG1 repair inh -29%, A-T KAP1 phos 6%, KCNH2 3.1 inh -5, KCNH2 WT inh -2, USP2a block 1% and Eya2 inh -22%.
For CC(C)(CNS(=O)(=O)c1ccc2ccccc2c1)N1CCOCC1 the results were Mito fusion act 2%, TSHR antag 9, TRPV1 agonist 3, TCR act 6%, ELG1 repair inh 3%, A-T KAP1 phos -15%, KCNH2 3.1 inh -8, KCNH2 WT inh 7, USP2a block 1% and Eya2 inh 9%.
O=C(CCCN1C(=O)/C(=C\c2cccs2)SC1=S)NNC(=O)c1cccnc1 was read as Mito fusion act 4%, TSHR antag -9, TRPV1 agonist 1, TCR act -2%, ELG1 repair inh -9%, A-T KAP1 phos -2%, KCNH2 3.1 inh 6, KCNH2 WT inh -2, USP2a block -3% and Eya2 inh 12%.
For CCCCOc1ccccc1/C=N/NC(=O)CC#N the results were Mito fusion act -10%, TSHR antag 3, TRPV1 agonist -1, TCR act -3%, ELG1 repair inh -8%, A-T KAP1 phos 0%, KCNH2 3.1 inh -11, USP2a block 0% and Eya2 inh -14%.

Compound activity deposited in PubChem by National Center for Advancing Translational Sciences (NCATS).
